# IkB signaling: IkB pathway inhibition in ABC-DLBCL cells; ABC-DLBCL IkBa-CBG/CBR dual luciferase ratio, 4 h; response scale: scaled: untreated 0%, proteasome inhibitor 100%; Potency, µM (series often up to 57.1 µM), for inactives: at the highest dose IkBa stabilization activation; 110,000 compounds, 0.04% hits; active = well fitted curve in the direction sought with a large enough effect in the signal ratio, not every such curve was filed as active; inconclusive = small, poorly fitted or top-dose-only effect, or a change in a side signal; the % refers to the signal ratio;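 note: the direction sought is a rising ratio; 0% = basal untreated cells and 100% = reference inhibitor full response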
#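 In this assay, an IκBα–CBG68 fusion accumulates when IKK-driven degradation is blocked; native CBR normalizes for cell number. OCI-Ly3 cells were treated 4 h with compound and doxycycline, then green and red light read after Chroma-Glo addition.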
# p53ts 32C tox: cytotoxicity in p53ts cells at permissive temperature; Potency, µM (highest dose often 46.1 µM), inactives show at the highest dose activity change, negative = cytotoxicity, actives largely listed as cytotoxic; H1299-p53A138V at 32C, ATP luminescence viability, 24 h; 130,000 compounds, 0.93% hits;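 note: 0% = DMSO and -100% = full killing by reference compound; nearly all actives have a fitted effect of over 55% in size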
#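 Viability by ATPlite luminescence after 24 h compound treatment (up to 46 uM) at the permissive 32C. Cells are H1299 carrying p53 A138V. Scale runs from DMSO basal to 100 uM tamoxifen as full kill; AC50 from Hill fits.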
# Imprint erasure: genomic imprint erasure induction; mouse ES Peg3-LacZ reporter, beta-gal luminescence, 40 h; Potency, µM (highest dose often 60.7 µM), for inactives: top-dose activity change, positive = activation, usual class: activators; 110,000 compounds, 0.02% hits;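 note: 0% = negative control wells on the plate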
#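 Gelatin-coated wells received 300 freshly trypsinized female ES cells with a Peg3LacZ-Neo reporter on the maternal allele, then incubated 40 hours at 37C. BetaGlo was added for 5 minutes at room temperature before a single luminescence read.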
# p53ts 39C tox: p53ts cell cytotoxicity, nonpermissive temperature; H1299-p53A138V viability at 39C, ATP luminescence, 24 h; Potency, µM (top dose mostly 46.1 µM), for the others: at the top dose activity change, negative = cell killing, most hits filed as cytotoxic; 130,000 compounds, 1.5% hits; AID 902; note: nearly all actives have a fitted effect of over 55% in size
# * marks the source's active call; other numbers are inactive results; ? = inconclusive; / = not tested or not shown; [ ] = another dose, or the depositor's remark. Unless noted, calls come from the whole dose curve; as a rule, active = well fitted curve in the direction sought with a large enough effect; inconclusive = small, poorly fitted or top-dose-only effect, or another doubt; inactive = no such curve, though single readings can be large; an effect the other way counts as inactive or inconclusive. Unless noted, % is set by controls: 0 for no effect and ±100 for the full control effect; potency is the fitted concentration of half-maximal effect.
item	Structure	IkB signaling	p53ts 32C tox
1	COC(=O)C(C)Sc1nc2c(c(=O)[nH]c(=O)n2C)n1CCCc1ccccc1 (stereo unspecified)	-2.3%	-15%
2	COc1cc(-c2nnc(CSc3nnc4nc(C)cc(C)n34)o2)cc(OC)c1OC	-1.2%	-8%
3	Cc1ccc(NC(=O)C2CCCN(S(=O)(=O)c3cn(C(C)C)cn3)C2)c(C)c1 (stereo unspecified)	1.4%	1%
4	CCCN(Cc1cc2cccc(C)c2[nH]c1=O)C(=O)c1cccc(Cl)c1	?	-3%
5	CCn1c(SCC(=O)Nc2ccc(C)cc2Br)nnc1-c1nonc1NC(C)=O	3.1%	-3%
6	CCOc1ccccc1NC(=O)Cn1c(=O)ccc2cc(S(=O)(=O)N3CCCC3)ccc21	-0.7%	-3%
7	Cc1ccc(NC(=O)C2CCN(c3ncccn3)CC2)cc1F	0.7%	3%
8	COc1cc(NC(=O)CSc2nc3ccccc3nc2Cc2ccccc2OC)cc(OC)c1	0.9%	7%
9	O=C1CN(C(=O)COc2ccc(Cl)cc2)C(c2ccccc2)c2cc(Br)ccc2N1 (stereo unspecified)	?	16%
10	COc1cc(S(=O)(=O)NCc2ccccn2)c(OC)cc1Cl	/	-1%

item	Imprint erasure	p53ts 39C tox
1	/	5%
2	-10%	4%
3	-3%[10.9 µM]	-9%
4	-4%[10.9 µM]	-24%
5	-13%[10.9 µM]	-5%
6	?	-8%
7	-7%[10.9 µM]	-21%
8	-8%[10.9 µM]	0%
9	6%[10.9 µM]	-1%
10	/	15%

# Other entries follow:
item	Structure	IkB signaling	p53ts 32C tox
11	COc1ccc(C(=O)N2CCN(c3nnnn3-c3ccccc3)CC2)cc1OC	-1.0%	13%
12	COc1ccc(Nc2cc(C)nc(N3CCOCC3)n2)cc1	-0.4%	-9%
13	CCc1ccc(CNC(=O)c2c(C)oc3ncn(CC(C)C)c(=O)c23)cc1	-0.4%	17%
14	COc1cccc(CNC(=O)CN2C(=O)COc3ccc(S(=O)(=O)N4CCOCC4)cc32)c1	-1.4%	-5%
15	COc1ccc(N2C(=O)CCC(C(=O)N3CCCCC3)C2c2ccc(OC)c(OC)c2)cc1 (stereo unspecified)	-0.3%	1%
16	COC(=O)c1nnn(CC(=O)NC(=O)Nc2ccccc2F)c1C(=O)OC	-3.9%	1%
17	Cc1ccc(-n2ncc3c(NC4CCCCCC4)ncnc32)cc1	?	?
18	CC1=C(c2ccc(C(C)C)cc2)S(=O)(=O)NC1=NCCCN1CCN(c2ccccc2F)CC1	2.0%	9%
19	COc1ccc(-n2c(=O)cc(N3CCN(Cc4ccccc4)CC3)[nH]c2=O)cc1	2.1%	3%
20	O=C(CSc1nc2ccccc2n1Cc1ccccc1)NCc1ccccc1	0.8%	-4%

item	Imprint erasure	p53ts 39C tox
11	-9%	9%
12	8%	-3%
13	5%[10.9 µM]	14%
14	-7%[10.9 µM]	-3%
15	-8%	10%
16	-6%[10.9 µM]	33%[activator]
17	-17%[10.9 µM]	?
18	-4%[10.9 µM]	2%
19	-6%	-3%
20	-12%[10.9 µM]	-14%

# Remaining list, next part:
item	Structure	IkB signaling	p53ts 32C tox
21	O=C(Nc1ccc2c(c1)OCCO2)C1CCCN(S(=O)(=O)c2cccs2)C1 (stereo unspecified)	?	3%
22	CCOc1nc(OCC)nc(-n2cc(-c3ccccc3)nn2)n1	-3.2%	-7%
23	COc1ccc(Br)cc1CNC(=O)CCc1cn(Cc2ccc(C)cc2)c2ccccc12	?	1%
24	Cc1nnc(NC(=O)c2ccc(S(=O)(=O)N3CCCCCC3)cc2)o1	-0.6%	-24%
25	Cc1ccc(CNC(=O)C2CCC(CNS(=O)(=O)c3ccc(C)cc3)CC2)cc1 (stereo unspecified)	-1.2%	-11%
26	Cc1ccc(S(=O)(=O)Cc2nc(-c3ccc(C(=O)NCc4ccccc4F)cc3)oc2C)cc1	-0.4%	-8%
27	Cc1ccc(S(=O)(=O)Nc2cc(=O)[nH]c3c2CCC3)cc1	0.9%[11.4 µM]	2%[9.22 µM]
28	Cc1onc(-c2ccccc2)c1C(=O)NC1C(=O)N2C(C(=O)O)C(C)(C)S[C@@H]12 (stereo partly specified)	/	-6%
29	CN1CCN(C2=CC(=O)OC23CCCCC3)CC1	/	9%
30	Cc1ccc(N(C)C(=O)C2CCN(S(=O)(=O)c3c(C)noc3/C=C/c3c(C)cc(C)cc3C)CC2)cc1	?	9%

item	Imprint erasure	p53ts 39C tox
21	-15%	-18%
22	-7%	7%
23	19%[10.9 µM]	-9%
24	-14%	?
25	-18%[10.9 µM]	-6%
26	-26%[10.9 µM]	-18%
27	-6%[10.9 µM]	11%[9.22 µM]
28	14%	-3%
29	/	8%
30	-13%[10.9 µM]	-13%

# (next part)
item	Structure	IkB signaling	p53ts 32C tox
31	Cc1cc(NCCN2CCOCC2)n2nc(C)c(-c3ccc(Cl)cc3)c2n1	-0.9%	1%
32	O=C(c1cn(-c2ccccc2)nc1-c1ccc(Cl)s1)N1CCOCC1	1.2%	-1%
33	COc1ccc(/C=C/C2=CC3(C)CC2(C)C(c2ccc(OC)cc2)CC3=O)cc1 (stereo unspecified)	/	6%[9.22 µM]
34	Cc1cc(CNC(=O)c2cc(Br)ccc2Cl)nn1C	4.3%	-1%
35	O=C(Cn1c(C(=O)N2CCc3ccccc3C2)cc2sccc21)c1ccccc1	2.6%	8%
36	CCOc1ccccc1C1CC(=O)NC(C)=C1C(=O)OC1CCCCCC1 (stereo unspecified)	?	7%
37	Cc1nnc(NC2CCCCC2)[nH]c1=O	1.2%	-3%
38	CC1CCc2c(sc(NC(=O)COc3ccccc3C(C)(C)C)c2C#N)C1 (stereo unspecified)	3.0%	2%
39	O=C1c2cccnc2C(Nc2ccc(S(=O)(=O)N3CCCCCC3)cc2)N1Cc1ccccc1 (stereo unspecified)	1.2%	1%
40	N#CC1=C(N)Oc2c(oc(CO)cc2=O)C1c1ccsc1 (stereo unspecified)	-2.0%	-1%

item	Imprint erasure	p53ts 39C tox
31	-5%	-2%
32	-5%	-7%
33	/	2%[9.22 µM]
34	-12%	7%
35	-16%	-3%
36	-5%[10.9 µM]	-26%
37	-3%	10%
38	-9%[10.9 µM]	16%
39	-18%	5%
40	-10%	-3%

# The list continues:
item	Structure	IkB signaling	p53ts 32C tox
41	c1cncc(CSc2ncnc3nc[nH]c23)c1	0.0%[11.4 µM]	2%[9.22 µM]
42	COc1ccc(N2CCN(C(=O)CCc3c(C)nc4c(-c5ccccc5)c(C)nn4c3C)CC2)cc1	?	1%
43	Cc1c(-c2ccccc2)c(=O)oc2ccc(OC(=O)N3CCOCC3)cc12	?	6%
44	CN(C)CCC(=O)c1ccc(Cl)cc1	?	-5%
45	C=C(C)c1cccc(C(C)(C)NC(=O)N2CCN(c3ncccn3)CC2)c1	4.3%	-4%
46	CCN1CCN(C(=O)Cn2ncc3c2-c2ccccc2OC3)CC1	-2.3%	4%
47	Cc1cc(C(C)(C)C)oc1C(=O)NCCCNC(=O)c1oc(C(C)(C)C)cc1C	/	?
48	Cn1c(C(=O)N2CCCC(C(=O)NCCN3CCOCC3)C2)cc2sccc21 (stereo unspecified)	1.9%	-3%
49	CCC(C)NC(=O)c1c(C)oc2nc(C)nc(N3CCOCC3)c12 (stereo unspecified)	2.6%	6%
50	CCCCSc1nc2c(cc1C#N)CCC2	-4.6%	13%

item	Imprint erasure	p53ts 39C tox
41	3%[10.9 µM]	-6%[9.22 µM]
42	-10%[10.9 µM]	-17%
43	-11%[10.9 µM]	-6%
44	-25%	5%
45	-15%	-1%
46	4%	4%
47	/	-2%
48	-3%	7%
49	-4%[10.9 µM]	10%
50	-13%	2%

# Additional records.
item	Structure	IkB signaling	p53ts 32C tox
51	Nn1c(-c2ccccn2)nnc1-c1ccccn1	8.0%	?
52	O=c1c2ccccc2nc(SCc2nnc(-c3ccccc3)o2)n1-c1ccc(F)cc1F	3.9%	-3%
53	CCC(C)Nc1ccc(NC(C)CC)cc1 (stereo unspecified)	?	-9%[1.84 µM]
54	Cc1ccc(N2C(=O)CC(NCc3ccc4c(c3)OCO4)C2=O)cc1Cl (stereo unspecified)	2.4%	-3%
55	CCOC(=O)c1cccc(S(=O)(=O)N(CCO)Cc2cc3cc(OC)ccc3[nH]c2=O)c1	-0.9%	3%
56	Cc1cc(C)c(S(=O)(=O)NCC2CCC(C(=O)NCCc3ccccc3)CC2)c(C)c1 (stereo unspecified)	-0.9%	-3%
57	O=C1C=C[C@@H](O)[C@@H]2[C@H]3C(=O)N(c4ccc(F)cc4F)C(=O)[C@@H]3CC[C@@H]12	/	9%[9.22 µM]
58	CCn1cc(C(=O)NCCCOC)c(=O)c2cc(S(=O)(=O)N3CCCC3)ccc21	-4.2%	9%
59	CC(=O)Nc1cccc(NC(=O)CSc2nnc(Cc3cccn3C)n2-c2ccc(C)cc2)c1	0.8%	1%
60	O=C(c1cccc(Br)c1)N1CCN(Cc2cc(=O)n3nc(-c4ccccc4)sc3n2)CC1	-1.2%	2%

item	Imprint erasure	p53ts 39C tox
51	-81%[inhibitor]	?
52	-12%	-8%
53	-37%[inhibitor]	?
54	-7%	-4%
55	-14%	7%
56	-9%[10.9 µM]	13%
57	/	-1%[9.22 µM]
58	18%[10.9 µM]	24%
59	-13%	5%
60	-1%[10.9 µM]	9%

# Continued.
item	Structure	IkB signaling	p53ts 32C tox
61	Cc1ccc(-n2c(=O)c3ccc(C(=O)NCc4ccco4)cc3n(CC(=O)Nc3ccccc3C(F)(F)F)c2=O)cc1	-3.5%	15%
62	COC(=O)c1cc(OC)c(OC)cc1NC(=O)c1ccc2c(c1)CCN2S(=O)(=O)c1ccccc1	-2.0%	-1%
63	CCOC(=O)C1=C(C)OC(N)=C(C#N)C1c1cc2cc(C)ccc2nc1N1CCCCC1 (stereo unspecified)	/	-13%
64	Cc1ccc(-c2nc(=S)c3c(n2Cc2ccco2)CC(C)(C)OC3)cc1	/	4%
65	Cc1cccc(C(=O)O)c1C[C@H]1NCC[C@H]2c3ccccc3N[C@@H]12	0.3%[11.4 µM]	4%[9.22 µM]
66	CN1[C@H](Cc2ccccc2)C=C[C@]1(C)C(=O)NCC1CC1	/	11%

item	Imprint erasure	p53ts 39C tox
61	-6%[10.9 µM]	-9%
62	4%[10.9 µM]	-17%
63	/	-13%
64	/	7%
65	-9%[10.9 µM]	9%[9.22 µM]
66	-12%	-4%

# Quoted from the listing, 11 compounds:
item	Structure	IkB signaling	p53ts 32C tox
56	Cc1cc(C)c(S(=O)(=O)NCC2CCC(C(=O)NCCc3ccccc3)CC2)c(C)c1 (stereo unspecified)	-0.9%	-3%
57	O=C1C=C[C@@H](O)[C@@H]2[C@H]3C(=O)N(c4ccc(F)cc4F)C(=O)[C@@H]3CC[C@@H]12	/	9%[9.22 µM]
58	CCn1cc(C(=O)NCCCOC)c(=O)c2cc(S(=O)(=O)N3CCCC3)ccc21	-4.2%	9%
59	CC(=O)Nc1cccc(NC(=O)CSc2nnc(Cc3cccn3C)n2-c2ccc(C)cc2)c1	0.8%	1%
60	O=C(c1cccc(Br)c1)N1CCN(Cc2cc(=O)n3nc(-c4ccccc4)sc3n2)CC1	-1.2%	2%
61	Cc1ccc(-n2c(=O)c3ccc(C(=O)NCc4ccco4)cc3n(CC(=O)Nc3ccccc3C(F)(F)F)c2=O)cc1	-3.5%	15%
62	COC(=O)c1cc(OC)c(OC)cc1NC(=O)c1ccc2c(c1)CCN2S(=O)(=O)c1ccccc1	-2.0%	-1%
63	CCOC(=O)C1=C(C)OC(N)=C(C#N)C1c1cc2cc(C)ccc2nc1N1CCCCC1 (stereo unspecified)	/	-13%
64	Cc1ccc(-c2nc(=S)c3c(n2Cc2ccco2)CC(C)(C)OC3)cc1	/	4%
65	Cc1cccc(C(=O)O)c1C[C@H]1NCC[C@H]2c3ccccc3N[C@@H]12	0.3%[11.4 µM]	4%[9.22 µM]
66	CN1[C@H](Cc2ccccc2)C=C[C@]1(C)C(=O)NCC1CC1	/	11%

item	Imprint erasure	p53ts 39C tox
56	-9%[10.9 µM]	13%
57	/	-1%[9.22 µM]
58	18%[10.9 µM]	24%
59	-13%	5%
60	-1%[10.9 µM]	9%
61	-6%[10.9 µM]	-9%
62	4%[10.9 µM]	-17%
63	/	-13%
64	/	7%
65	-9%[10.9 µM]	9%[9.22 µM]
66	-12%	-4%

# Compound activity (PubChem)
